High-throughput results: PubChem BioAssay, Broad Institute
DENV2 CPE rescue = DENV2-induced cell death inhibition; AID 651640; 1.7% of 350,000 active; DENV2-infected cells, cytopathic effect rescue, plate reader; CPE inhibition, % at 9.99 µM; in the data active = CPE inhibition above about 20%, passing the limit was not always enough; inconclusive = no clear call, values can overlap the other calls; tested in BHK-21 cells;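 also: 0% = median of neutral control wells and 100% = median of positive control wells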
RAD54 inh = RAD54 (human) branch migration inhibition; Q92698; 0.14% of 360,000 active; inhibition, % at 10.4 µM; RAD54 Holliday junction branch migration, FAM/BHQ fluorescence;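 active = mean normalized replicate activity at least 40 and at least half of replicates scoring 40 or more; inconclusive = only one of the two criteria met; inactive = mean below 40 and under half of replicates reaching 40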;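 also: 0% = median of neutral control wells and 100% = median of positive control wells; inhibitors cause a drop in the FAM fluorescence signal; in these data hits start at about 50%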
Target sequence (Q92698 whole entry, looked up): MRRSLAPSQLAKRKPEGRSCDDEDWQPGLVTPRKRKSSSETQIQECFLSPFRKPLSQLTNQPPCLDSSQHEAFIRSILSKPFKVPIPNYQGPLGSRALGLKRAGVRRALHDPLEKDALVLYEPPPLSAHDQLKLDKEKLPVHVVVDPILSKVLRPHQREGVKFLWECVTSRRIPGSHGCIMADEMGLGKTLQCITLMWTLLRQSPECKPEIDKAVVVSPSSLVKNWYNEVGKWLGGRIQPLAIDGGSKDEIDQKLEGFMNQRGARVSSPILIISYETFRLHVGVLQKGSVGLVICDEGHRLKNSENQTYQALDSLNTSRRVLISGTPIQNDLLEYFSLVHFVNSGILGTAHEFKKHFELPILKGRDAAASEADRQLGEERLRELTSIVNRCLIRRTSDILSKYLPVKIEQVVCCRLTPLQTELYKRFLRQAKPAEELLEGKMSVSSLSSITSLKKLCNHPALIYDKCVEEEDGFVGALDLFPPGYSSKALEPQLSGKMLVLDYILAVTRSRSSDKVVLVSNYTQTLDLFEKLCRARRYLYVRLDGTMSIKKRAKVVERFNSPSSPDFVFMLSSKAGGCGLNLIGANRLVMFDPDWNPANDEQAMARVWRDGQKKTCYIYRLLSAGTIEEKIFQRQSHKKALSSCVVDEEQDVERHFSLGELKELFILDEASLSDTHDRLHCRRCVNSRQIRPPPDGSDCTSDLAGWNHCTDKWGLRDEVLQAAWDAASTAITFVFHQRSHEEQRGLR
RAD52 anneal inh = blocks human RAD52 DNA annealing; recombinant RAD52 DNA annealing, FRET fluorescence; inhibition, % at 18.7 µM; 0.46% of 360,000 active;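 active = every replicate showing at least 50% inhibition; inconclusive = mean inhibition at least 50% but not in every replicate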
CASP6 VEID inh = caspase-6 (human) enzyme inhibition; inhibition, % at 12.5 µM; 0.53% of 350,000 active; AID 686996; purified caspase-6, Z-VEID-R110 cleavage fluorescence; P55212;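 active = mean inhibition across replicates at least about 35%, with every replicate also reaching that limit, limit read from the data; inconclusive = only one of the two criteria met; inactive = neither criterion met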;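 also: 0% = median of neutral control wells and 100% = no fluorescence left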
Target sequence (P55212 24-179 limits assumed): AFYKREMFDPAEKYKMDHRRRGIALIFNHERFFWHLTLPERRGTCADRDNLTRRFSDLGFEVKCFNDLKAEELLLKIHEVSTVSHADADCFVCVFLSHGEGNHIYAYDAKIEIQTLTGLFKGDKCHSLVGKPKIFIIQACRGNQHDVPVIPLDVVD
Target sequence (P55212 194-293 limits assumed): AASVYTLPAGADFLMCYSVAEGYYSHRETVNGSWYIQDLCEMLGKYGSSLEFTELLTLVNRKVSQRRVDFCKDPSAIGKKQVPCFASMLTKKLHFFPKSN
E-selectin induc = induces E-selectin expression in human endothelial cells | HUVEC E-selectin immunofluorescence imaging; normalized: neutral wells 0, TNF-alpha wells 100 | P16581 | 0.37% of 260,000 active | activation, % at 7.58 µM;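 active = mean E-selectin-positive cell signal at least 10% of the positive control, reached in at least 60% of replicates, without over 20% cell loss; inconclusive = no rule given, readout overlaps actives, possibly toxicity-flagged; inactive = the rest, including those meeting only one limit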;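 also: in these data hits start at about 27%; measured in HUVEC primary endothelial cells; signal is the percent of cells scored E-selectin positive by PE staining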
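Read-out: % PE-positive cells | Test system: HUVEC | Doses: One compound dose added by pin transfer | Buffer or medium: EGM-2 over gelatin coat | Signal: Immunofluorescence imaging | Benchmarks: TNF-alpha, DMSO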
CFTR F508del cor = correctors of CFTR F508del function in bronchial epithelial cells; CFBE cells, YFP halide quenching; stimulated with forskolin plus potentiator P3; % fluorescence drop versus neutral controls; activity (quench increase), % at 7.58 µM; 0.36% of 350,000 active; AID 720511;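 active = mean added fluorescence quench of at least 8% versus neutral control, with both replicates also reaching 8%; inconclusive = only one of the mean or replicate conditions met; inactive = mean below 8% and not both replicates reaching 8%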;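 also: cells transiently co-express mutant CFTR-F508del with the halide-sensitive YFP; corrector assay measuring rescue of mutant channel to the surface after 24 h compound exposure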
XiGFP reactiv = X-chromosome reactivation activator; XiGFP mouse fibroblasts, % GFP-positive cells imaging, 3 d; cells co-treated with 5-aza-dC sensitizer; scaled so ellipticine positive control = 100%; 0.055% of 360,000 active; activation, % at 7.58 µM;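 active = mean normalized replicate activation at least 10% and every replicate at or above 10%; inconclusive = only one of the two criteria met; inactive = mean below 10% and not all replicates reach 10%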;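 also: 0% = median of on-plate neutral control wells and 100% = ellipticine 6 µM median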
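System: 68-5-11 XiGFP fibroblast line; Timing: 3 days compound exposure; Compound dosing: one concentration, pinned; Benchmarks: positive control ellipticine, 6 µM final; Buffer or medium: DMEM containing 5-aza-dC.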
GSIS activator = primary screen for activators of insulin secretion dependent on glucose, INS-1E cells, GLuc reporter luminescence | INS-1E GLuc reporter insulin secretion, 2-3 h | activation, % at 16.6 µM | 0.61% of 370,000 active | AID 743287;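 active = lowest replicate activation of at least 40%, so every replicate reaches that level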;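 also: 0% = median of neutral control wells and 100% = median of IBMX positive control wells; some compounds called inactive have numbers as strong as hits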
Starred values were filed as active, the others as inactive; ? = inconclusive; · = no result given; & = joins results of further samples; ! = not confirmed by another sample.

#	SMILES	CFTR F508del cor	RAD52 anneal inh	CASP6 VEID inh	GSIS activator	XiGFP reactiv	RAD54 inh	DENV2 CPE rescue	E-selectin induc
1	Cc1noc(C)c1NC(=O)Nc1ccc2c(c1)CC(=O)N([C@H](C)CO)C[C@H](C)[C@H](CN(C)S(=O)(=O)c1ccc(F)cc1)O2	-0.4	-11	1	10	0.1	11	-4	-0.2
2	CCCc1cc(=O)oc2c(C)c(OCC(=O)Nc3cccnc3)ccc12	-1.1	3	·	9	0.2	-9	-2	·
3	CC1CCCC(C)N1C(=O)COC(=O)c1cc(=O)[nH]c2ccccc12 (centres undefined)	-4.9	-4	1	5	0.2	·	0	-0.1
4	COc1cccc(CNC(=O)C[C@@H]2C=C[C@@H](NC(=O)C3CCC3)[C@@H](CO)O2)c1	-2.3	-11	4	-6	-0.2	-5	-1	0.1
5	COc1ccccc1Nc1nc(N)nc(CN2CCN(Cc3ccc4c(c3)OCO4)CC2)n1	4.1	0	-1	12	0.1	11	-2	-1.4
6	Cc1noc(C)c1S(=O)(=O)N(C)C[C@@H]1Oc2ccc(NS(=O)(=O)c3ccc(Cl)cc3)cc2CC(=O)N([C@H](C)CO)C[C@@H]1C	0.5	7	·	-5	-1.0	-8	-5	-0.4
7	CCN1c2ccccc2-c2nc3ccccc3n2C1c1cccs1 (centres undefined)	0.8	-7	0	10	0.1	·	10	0.6
8	Cc1ccc(S(=O)(=O)Nc2ccc3c(c2)C(=O)N([C@@H](C)CO)C[C@@H](C)[C@@H](CN(C)Cc2ccc4c(c2)OCO4)OCCCC[C@H](C)O3)cc1	?	-43	-3	-20	0.6	-2	-4	0.0
9	CN1c2ccc(-c3ccc(F)cc3)cc2[C@@H]2[C@@H](CCN2C(=O)Nc2ccc(F)cc2)[C@@H]1CO	0.0	·	·	-22	-0.1	9	5	-0.3
10	CCn1nnc(NC(=O)COc2ccc(C3CCCCC3)cc2)n1	-3.2	-14	1	-44	·	-21	·	·
11	CC1CCN(CC(=O)Nc2ccccc2C(=O)c2ccccc2)CC1	-0.3	-8	0	11	0.3	·	0	·
12	O=CN1CCN(C(=S)Nc2ccc(OC(F)F)cc2)CC1	-1.6	-4	-1	25	-0.1	-8	0	-0.4
13	COc1ccc(-c2cc3nc(-c4ccccc4)cc(N4CCN(C(=O)c5ccsc5)CC4)n3n2)cc1	1.7	-10	-2	-5	0.0	2	63*	2.3
14	CC(C(=O)OCC(=O)c1ccc([N+](=O)[O-])cc1)N1C(=O)C2C3CCC(C3)C2C1=O (centres undefined)	-1.1	-2	3	18	0.0	·	-8	·
15	O=C(Cc1ccc(Br)cc1)NC1CCN(Cc2ccccc2)CC1	0.4	-9	-2	-1	0.0	-10	-2	·
16	CC(C)(CC(=O)O)CC(=O)NCc1c(Cl)cccc1Oc1ccccc1	-1.0	-7	-1	9	0.2	·	-2	·
17	O=C(O)CCCN1C(=O)C(=O)/C(=C(/O)c2ccccc2)C1/C=C/c1ccccc1 (centres undefined)	-3.1	-24	5	17	0.0	·	-3	·
18	O=C(/C=C\c1ccccc1)Nc1ccc(NC(=O)c2ccco2)cc1	-1.8	-45	1	12	0.0	0	-6	-0.1
19	O=C(c1cc(F)ccc1F)N1CCC(N2CCC(C(=O)N3CCCC3)CC2)CC1	1.0	-29	-6	3	0.1	-13	7	·
20	COc1ccccc1NC(=O)CN1CCSc2ccccc21	1.3	-5	3	10	-0.1	·	·	·
21	N#C/C(=N\Nc1ccc(F)cc1)C(=N)N1CCCCCC1	-6.4	-7	0	2	0.4	4	0	-0.2
22	C[C@@H]1CN([C@H](C)CO)C(=O)Cc2cc(NS(=O)(=O)c3cn(C)cn3)ccc2O[C@H]1CN(C)Cc1ccncc1	-1.1	2	0	-1	-1.2	-6	-12	·
23	C[C@H](CO)N1C[C@H](C)[C@@H](CN(C)S(=O)(=O)c2cccs2)Oc2ccc(NC(=O)Cn3cnnn3)cc2CC1=O	-0.1	6	1	13	0.0	-1	3	14
24	O=C(CCNC(=O)C1CCN(S(=O)(=O)c2ccccc2)CC1)NC1CC1	-0.2	-3	-5	·	0.0	-8	8	·
25	O=C(N/C(=C/c1ccccc1)C(=O)N1CCCCC1)c1ccc(Br)o1	-0.8	-21	0	-7	0.0	-7	-2	·
26	O=C1NC(=Nc2ccccc2)S/C1=C/c1cccnc1	1.4	-12	0	20	0.0	-1	-1	2.5
27	O=C(NC[C@H]1[C@H](c2ccccc2)[C@H](CO)N1Cc1ccccn1)C1CCCC1	0.9	·	·	11	0.2	1	?	0.0
28	Cc1[nH]c(=O)[nH]c(=O)c1S(=O)(=O)Nc1ccc(F)c(Cl)c1	4.6	-14	-3	18	0.3	-14	-1	0.0
29	Cc1ccc(S(=O)(=O)N[C@H]2CC[C@@H](CCn3cc(C4CCCCC4)nn3)O[C@H]2CO)cc1	1.7	10	0	6	-0.2	2	2	1.1
30	NCC12CC3CC(CC(O)(C3)C1)C2	-1.5	-11	0	14	·	4	6	·
31	C[C@H](CO)N1C[C@H](C)[C@H](CN(C)C(=O)Nc2ccccc2)OCCCC[C@H](C)Oc2ccc(NS(=O)(=O)c3ccccc3)cc2C1=O	1.3	-8	0	-14	0.3	-7	-1	·
32	CCCC1CCC(C(=O)n2nc(N)c3cc4ccc(OC)cc4nc32)CC1 (centres undefined)	-2.4	0	0	8	0.0	0	-6	-1.2
33	O=C1/C(=C\c2ccc(O)cc2)SC(=S)N1c1cccnc1	-0.1	-20	-1	2	0.2	·	-1	-0.1
34	CCO[C@H]1OC(C(=O)N2CCN(Cc3ccccc3)CC2)=C[C@@H](c2ccccc2)[C@@H]1CCCO	3.3	-12	-1	-34	0.2	3	4	0.7
35	COc1ccccc1NC(=O)N[C@@H]1CC[C@@H](CCn2cc(C3(O)CCCC3)nn2)O[C@@H]1CO	-2.1	-18	1	5	-0.5	-9	-2	2.7
36	CCCn1c(SCC(=O)Nc2cccnc2Cl)n[nH]c1=O	1.8	-6	-2	19	-0.1	6	?	·
37	COc1ccc(-c2ccc(CN3C(C(C)C)C(=O)N(Cc4cn(CC5CCCCC5)nn4)CCS3(=O)=O)cc2)cn1 (centres undefined)	0.3	-11	3	-44	0.4	5	-11	·
38	C[C@H]1CN([C@@H](C)CO)S(=O)(=O)c2ccc(-c3cccnc3)cc2O[C@@H]1CN(C)C(=O)C1CCC1	1.8	3	1	0	-0.2	-10	1	-0.6
39	C[C@@H]1CN([C@H](C)CO)C(=O)c2cccc(NS(=O)(=O)c3cccs3)c2O[C@@H]1CN(C)Cc1ccncc1	-0.7	-26	-2	8	0.2	0	3	-0.9
40	O=C(OC1CCCCC1=O)c1cccc(S(=O)(=O)N2CCCCC2)c1 (centres undefined)	-0.7	-5	5	-35	0.2	1	-1	-3.0
41	NC(=O)CN(Cc1ccccc1)S(=O)(=O)c1ccc2c(c1)OCCO2	-2.0	-12	1	11	0.0	0	-6	13
42	CC(C)C(=O)N=c1sc2cc(F)cc(F)c2n1C	-0.6	-10	1	·	-0.1	2	-6	0.3
43	C[C@@H]1CN([C@@H](C)CO)C(=O)Cc2cc(NS(=O)(=O)c3cn(C)cn3)ccc2O[C@@H]1CN(C)S(C)(=O)=O	-1.6	0	5	7	0.5	-4	-9	-4.2
44	Cc1[nH][nH]c(=O)c1N=Nc1ccc(Br)c(Cl)c1	-1.7	-5	-1	5	0.0	3	-5	4.7
45	O=C(CCSc1nnc(-c2ccccc2)o1)N1CCOCC1	·	-7	2	1	0.0	·	27*	·
46	Cc1ccc2c(c1)CCCN2C(=O)CCc1nc2ccccc2c(=O)[nH]1	22*	-25	-5	2	1.5	-5	10	4.2
47	Cc1ccc(S(=O)(=O)N(C)C[C@H]2OCCCC[C@@H](C)Oc3ccc(NC(=O)C4CCCCC4)cc3C(=O)N([C@@H](C)CO)C[C@H]2C)cc1	-1.9	·	·	-10	-1.2	-1	-5	2.1
48	O=C(NN=C1c2ccccc2-c2ccccc21)c1ccccn1	-0.7	0	5	·	·	1	-1	·
49	CC(=O)c1ccc(OCCCC(=O)NC(C)c2ccc(S(N)(=O)=O)cc2)cc1 (centres undefined)	0.3	0	-3	0	0.0	·	6	0.1
50	CC(=O)c1ccc(C(=O)N2CCC(CO)(Cc3cccc(C(F)(F)F)c3)CC2)cc1	0.2	-6	0	-24	0.0	·	7	·
51	CC(C)NC(=O)N(C)C[C@H]1Oc2c(NC(=O)c3ccc(-c4nccs4)cc3)cccc2C(=O)N([C@@H](C)CO)C[C@H]1C	1.9&0.9	-6&-3	3&3	13	-0.1&-0.1	-7&-1	14&-2	65*!
52	O=C(Nc1ccccc1)N[C@H]1CC[C@H](CCn2cc(-c3ccccc3F)nn2)O[C@@H]1CO	0.9	-9	-1	20	-0.1	·	23	0.6
53	Cc1cccc(/C=N/NC(=O)Cn2nc(C)cc2C)n1	-1.9	-19	0	7	0.0	0	-11	2.0
54	COC(=O)C(F)(F)Sc1c(C)[nH]c2ccccc12	2.2	-18	-1	2	·	-4	0	·
55	CCN1C(=O)c2ccc(C(=O)Nc3cccc(C(=O)O)c3)cc2C1=O	2.1	-11	7	0	0.2	·	-1	·
56	COc1cccc(-c2ccc3c(c2)[C@H]2[C@H](CCN2C(=O)CN2CCOCC2)[C@H](CO)N3)c1	1.0	-9	16	6	0.4	0	?	0.1
57	Cc1ccc(S(=O)(=O)/N=C2\C=C(NS(=O)(=O)c3ccccc3)C(=O)c3ccccc32)cc1	1.1	-5	24	-28	0.5	-4	-3	-0.6
58	COCC(=O)N(C)C[C@H]1Oc2cc(-c3cccc(F)c3)ccc2S(=O)(=O)N([C@@H](C)CO)C[C@H]1C	-3.5	-1	-2	5	0.2	-1	-1	0.0
59	CCS(=O)(=O)N1N=C(c2cccc(NS(C)(=O)=O)c2)CC1c1ccc(C)cc1 (centres undefined)	-1.1	-39	-2	-6	0.1	·	-2	·
60	COc1cccc(C(=O)OCCCN(C)C)c1	·	-4	2	7	0.1	·	-3	·

Continued:
#	SMILES	CFTR F508del cor	RAD52 anneal inh	CASP6 VEID inh	GSIS activator	XiGFP reactiv	RAD54 inh	DENV2 CPE rescue	E-selectin induc
61	CC(C)NC(=O)N(C)C[C@@H]1Oc2cc(-c3ccccc3)ccc2S(=O)(=O)N([C@H](C)CO)C[C@@H]1C	-3.2	1	1	-5	-1.2	-8	2	0.1
62	C[C@@H]1CN([C@@H](C)CO)C(=O)c2c(c3ccccc3n2C)-c2ccccc2CO[C@H]1CN(C)C(=O)[C@H](C)c1ccccc1	-0.6	-7	4	-16&-36	-0.1&0.0	-15	7	2.4
63	CN(C)CCCNC(=O)C1(O)c2cc(Br)ccc2NC(=O)N1c1ccc(Cl)cc1 (centres undefined)	0.2	-9	2	-5	0.2	-4	-1	·
64	C[C@H](CO)N1C[C@H](C)[C@H](CN(C)C(=O)Cc2ccccc2)Oc2ncc(C#Cc3ccccc3F)cc2C1=O	-3.5	19	3	-7	-0.1	-2	-2	0.7
65	O=C(c1cc(Cl)ccc1Cl)N1CCc2ccccc21	1.9	-2	1	3	0.0	2	-3	·
66	O=c1sc2ccccc2n1CCOc1ccccc1	·	-13	2	17	·	-7	·	·
